Screens deposited in PubChem by several laboratories.
ANO1 block = TMEM16A chloride channel inhibitors, primary screen, cell-based, HTS; normalized B-score (activity score, 25-100; higher = stronger inhibition) at 10 µM; 1.2% of 310,000 active; Anoctamin-1 (Mus musculus), Q8BHY3; HEK293 TMEM16A/YFP iodide influx fluorescence, ionomycin;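 active = ratio plate-corrected score three or more library SD toward inhibition, starting fluorescence score within five deviations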;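 note: score derived from kinetic fluorescence span divided by baseline fluorescence per well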
RGS4 block = RGS4 inhibitors, primary screen, cell-based, HEK293 M3R inducible RGS4, calcium flux | Regulator of G-protein signaling 4 (Homo sapiens), P49798 | Fluo-4 calcium flux; active compounds read high; triggered by carbachol at its EC20 | B-score at 10 µM | 0.45% of 310,000 active | AID 463165, 2010;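 active = B-score, a plate-corrected calcium signal, over three deviations above library mean, with baseline fluorescence within five deviations of library mean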;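 note: RGS4 expression induced by doxycycline in cells with stable M3 receptor; B-score is computed from the integrated fluorescence ratio over baseline after carbachol; higher B-score means a larger calcium signal and so more RGS4 inhibition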
KCNQ1 inh = inhibitors of human KCNQ1 channel, primary screen, cell-based, thallium flux, high-throughput | CHO-K1 KCNQ1, FluxOR thallium flux fluorescence; active compounds read high | B-score at 10 µM | 1.3% of 310,000 active | AID 2642, 2010;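 active = compounds whose thallium flux B-score, printed positive for inhibition, exceeds three library SD while starting fluorescence stays within three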;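 note: channel opened by potassium depolarization with thallium stimulus after 20 min compound exposure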
Target sequence (P51787 whole entry, looked up): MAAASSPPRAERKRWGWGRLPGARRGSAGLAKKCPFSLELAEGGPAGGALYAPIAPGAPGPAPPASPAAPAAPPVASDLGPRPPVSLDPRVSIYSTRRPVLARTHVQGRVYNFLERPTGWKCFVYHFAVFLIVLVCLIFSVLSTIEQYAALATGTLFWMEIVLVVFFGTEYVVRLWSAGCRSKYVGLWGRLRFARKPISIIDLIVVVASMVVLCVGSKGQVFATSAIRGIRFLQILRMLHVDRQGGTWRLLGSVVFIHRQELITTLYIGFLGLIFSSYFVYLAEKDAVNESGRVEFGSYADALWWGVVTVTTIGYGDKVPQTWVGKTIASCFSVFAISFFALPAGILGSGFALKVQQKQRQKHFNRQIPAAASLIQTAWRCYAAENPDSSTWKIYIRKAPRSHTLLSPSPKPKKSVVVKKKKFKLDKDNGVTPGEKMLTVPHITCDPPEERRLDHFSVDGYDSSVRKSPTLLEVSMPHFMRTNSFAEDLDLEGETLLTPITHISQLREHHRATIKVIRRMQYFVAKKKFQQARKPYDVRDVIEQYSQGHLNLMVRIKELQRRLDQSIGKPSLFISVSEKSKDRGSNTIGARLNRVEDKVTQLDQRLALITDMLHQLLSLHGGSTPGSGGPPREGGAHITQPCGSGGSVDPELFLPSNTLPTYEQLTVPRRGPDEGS
RGS4 pot = RGS4 potentiators or activators, primary screen, cell-based, HEK293 M3R inducible RGS4, calcium flux; B-score at 10 µM; carbachol calcium flux Fluo4; active compounds read low; 0.92% of 310,000 active;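 active = B-score of the integrated calcium signal more than 4 SD below the library mean, with starting fluorescence not abnormally high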;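 note: negative B-score means reduced calcium response which marks RGS4 activation or potentiation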
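Material: M3R-expressing HEK293 line, RGS4 induced by doxycycline | Schedule: Overnight RGS4 induction, 30 min dye load 37 °C, 20 min compound RT | Measured by: Fluo4 fluorescence kinetic imaging of calcium | Read-out: Integrated calcium ratio converted to B score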
KCNK9 inh = KCNK9 potassium channel inhibitors, primary screen, HEK293 cells, thallium flux | Potassium channel subfamily K member 9 (Homo sapiens), Q9NPC2 | FluxOR thallium flux fluorescence; active compounds read low | B-score at 10 µM | 1.2% of 310,000 active | AID 488922, 2010;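 active = ratio B-score over 3 SD below the library mean, with starting fluorescence within 5 SD of its mean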;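 note: negative B-score means less thallium flux so channel inhibition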
hERG protect = hERG rescue from dofetilide block, primary screen, cell-based, CHO-hERG, FluxOR thallium flux, dofetilide IC70. 0.51% of 310,000 active. Voltage-gated inwardly rectifying potassium channel KCNH2 (Homo sapiens), Q12809. dofetilide IC70 present. activation (rescue from dofetilide block), less the hit threshold, % at 10 µM;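 active = activation above the mean of controls blocked by dofetilide plus 5 SD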;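 note: thallium influx through hERG after potassium depolarization seen as dye fluorescence rise; in these data hits start at about 4.7%; inactives centre near -7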
HDAC3 inh = HDAC3 deacetylase inhibitors, primary screen, biochemical, fluorescence, cell-free homogeneous. Histone deacetylase 3 (Homo sapiens), O15379. recombinant HDAC3, fluorogenic peptide/trypsin coupled. inhibition, % at 8.3 µM. 0.15% of 320,000 active; in the data active = inhibition above about 26%, passing the limit was not always enough
KCNQ1 pot = potentiators or activators of KCNQ1 channel, primary screen, cell-based, thallium flux, high-throughput; 0.35% of 310,000 active; AID 2648, 2010; B-score at 10 µM; Potassium voltage-gated channel subfamily KQT member 1 (Homo sapiens), P51787; CHO-K1 KCNQ1, thallium flux FluxOR fluorescence; active compounds read high;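 active = fluorescence ratio B-score, a plate-corrected score, at least three library SD, with initial intensity B-score within 5 SD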
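System: CHO-K1 cells stably expressing KCNQ1 / Medium: assay buffer for compound exposure, DMSO matched across wells / Reagent: thallium- and potassium-containing depolarizing buffer / Compound: one concentration, matched DMSO / Incubation: 20 min compound pretreatment at room temperature / Measured by: kinetic FluxOR fluorescence, 10 s baseline plus 110 s post-stimulus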
SKKanGAS inh = S. pyogenes SKKanGAS growth inhibitors in kanamycin, primary screen, streptokinase expression inhibitor project, SKKanGAS strain, BacTiter-Glo luminescence. 6 h. inhibition, % at 7.5 µM. 1.3% of 300,000 active;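 active = mean replicate score, as percent of positive control median, at least 50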;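 note: strain carries kanamycin resistance gene driven by streptokinase promoter and grows in 40 µg/ml kanamycin; loss of luminescence reflects streptokinase promoter inhibition or plain growth inhibition; 0% = median of DMSO wells and 100% = positive control at its reference dose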
TMEM16A act = TMEM16A chloride channel activators or potentiators, primary screen, cell-based, HTS. Anoctamin-1 (Mus musculus), Q8BHY3. HEK293 TMEM16A/YFP-H148Q/I152L, iodide quench fluorescence; active compounds read low. B-score at 10 µM. 0.3% of 340,000 active;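 active = fluorescence-ratio B-score plate-corrected deviation score at least 3 library SD below zero, with starting fluorescence score within 5 deviations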;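 note: channel opened by trigger with iodide after compound preincubation; score built on the fluorescence ratio of max minus min over baseline; more negative score means more quench and so TMEM16A activation or potentiation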
KCNK3 block = human KCNK3 channel inhibitors, primary screen, CHO cells, FluxOR thallium flux, B-score; FluxOR fluorescence; active compounds read low; Potassium channel subfamily K member 3 (Homo sapiens), O14649; 0.84% of 340,000 active; B-score at 10 µM;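 active = B-score under library mean minus 4 SD, starting fluorescence ratio at most library mean plus 5 SD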;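 note: more negative B-score means stronger inhibition of thallium flux through KCNK3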
Target sequence (O14649 whole entry, looked up): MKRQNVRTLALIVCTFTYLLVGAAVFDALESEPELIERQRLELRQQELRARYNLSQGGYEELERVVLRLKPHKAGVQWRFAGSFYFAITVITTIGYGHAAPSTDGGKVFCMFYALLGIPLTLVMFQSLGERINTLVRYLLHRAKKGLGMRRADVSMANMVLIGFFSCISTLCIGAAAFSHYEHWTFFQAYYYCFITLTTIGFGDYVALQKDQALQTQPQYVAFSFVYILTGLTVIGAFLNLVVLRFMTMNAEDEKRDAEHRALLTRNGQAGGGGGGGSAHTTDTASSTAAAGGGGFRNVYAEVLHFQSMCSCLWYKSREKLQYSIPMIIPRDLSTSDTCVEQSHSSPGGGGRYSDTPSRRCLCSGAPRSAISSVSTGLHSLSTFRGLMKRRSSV
Numbers without * were called inactive; i = inactive; / = no result given.

SMILES	ANO1 block	RGS4 block	KCNQ1 inh	RGS4 pot	KCNK9 inh	hERG protect	HDAC3 inh	KCNQ1 pot	SKKanGAS inh	TMEM16A act	KCNK3 block
CCN(CC)S(=O)(=O)c1ccc(Oc2ccccc2)c(N)c1	i	i	i	i	i	-16.5	10.1	i	16.8	i	i
CCOc1ccc(OCCC(=O)N(CCCOC)c2c(N)n(Cc3ccccc3)c(=O)[nH]c2=O)cc1	i	i	i	i	i	-10.9	-5.2	i	-7.4	i	i
CCOC(=O)CNC(=O)CSc1nnc(-c2ccncc2)n1-c1ccc(Cl)cc1	i	i	i	i	i	-5.8	-1.5	i	-6.5	i	i
Cc1ccc(OCC(=O)NCCCNC(=O)c2ccco2)cc1	i	i	i	i	i	-8.9	-6.1	i	-3.5	i	i
O=C(NCC1CCCO1)/C(=C/c1ccccc1F)NC(=O)c1ccccc1 (stereo not given)	i	i	i	i	i	-12.9	2.5	i	-2.3	i	i
O=C1OCCC1Sc1nnc(-c2ccc(F)cc2)n1Cc1ccccc1 (stereo not given)	i	i	i	i	i	-3.5	3.5	i	-0.1	i	i
Cc1nc2sccn2c(=O)c1S(=O)(=O)NCCc1ccccc1	i	i	i	i	i	-7.6	-0.4	i	-3.3	i	i
COc1ccc(C(=O)CSc2nccn2C)c(OC)c1	i	i	i	i	i	-4.9	10.0	i	-0.3	i	i
CCOc1ccc(-n2ccnc2SCC(=O)Nc2nnc(CC)s2)cc1	i	i	i	i	i	-6.6	8.3	i	-2.3	i	i
Cc1ccn2cc(-c3cccc(NC(=O)c4ccccc4)c3)nc2c1	i	i	i	i	i	-11.8	1.9	i	0.2	i	i
O=C(CN(C(=O)CNC(=O)c1ccco1)c1ccc2c(c1)OCCO2)NC1CCCC1	i	i	i	i	i	-12.9	-5.2	i	0.2	i	i
O=C1OC(c2ccccc2)C2(CCCC2)C(=O)C12CCCC2 (stereo not given)	i	i	i	i	i	-5.0	-2.2	i	7.6	i	i
COc1ccc(NC2=C(C(C)=O)C(c3ccccc3)C(C(C)=O)C(C)(O)C2)cc1 (stereo not given)	i	i	i	i	i	-5.7	2.0	i	-2.0	i	i
Cn1c(=N)n(CC(=O)c2ccc(Br)s2)c2ccccc21	i	i	i	i	i	-1.2	3.2	i	0.6	i	i
Cc1cccc(C(=O)NC2CCN(CC(=O)NCc3ccccc3F)CC2)c1	i	i	i	i	i	-7.9	-7.7	i	-2.9	i	i
COc1cc2c(cc1OC)C1=CC(=O)C(=O)N1C(C)(C)C2	i	i	12*	i	i	-10.7	6.3	i	4.7	i	i
O=C(COc1ccc(Br)cc1)N1CCOCC1	i	i	i	i	i	-6.8	2.3	i	1.6	i	i
C/C(=N/NC(=O)C(C)n1nc(C)c([N+](=O)[O-])c1C)c1ccc(OCC(N)=O)cc1 (stereo not given)	i	i	i	i	i	-3.0	2.7	i	6.8	i	i
O=C(NCCc1ccc(Cl)cc1)C1CCN(S(=O)(=O)N2CCCCC2)CC1	i	i	i	i	i	-10.9	-2.0	i	-3.9	i	i
CCC(=O)NCCCNc1nc2c(C)cccc2cc1C#N	i	i	i	i	i	-13.6	-17.1	i	-12.2	i	i
Cc1ccc(C)c(N2CCN(S(=O)(=O)c3ccc4[nH]c(=O)ccc4c3)CC2)c1	i	i	i	i	i	-5.7	-2.9	i	-6.3	i	i
CCc1ccc(CNc2ccc(O)cc2)cc1	i	i	i	i	i	-4.7	4.0	i	10.8	i	i
Cc1nonc1CC(=O)N1CCc2c([nH]c3ccccc23)C1c1ccccc1F (stereo not given)	i	i	i	i	i	-5.8	4.2	i	0.8	i	i
O=C(Nc1sc2c(c1C(=O)NCc1cccnc1)CCCC2)c1ccco1	i	i	i	i	i	-19.5	5.3	i	-4.8	i	i
COc1cccc(C(=O)OCCNC(=O)c2cccnc2)c1	i	i	i	i	i	-9.1	-14.9	i	13.6	i	i
Next structures.
SMILES	ANO1 block	RGS4 block	KCNQ1 inh	RGS4 pot	KCNK9 inh	hERG protect	HDAC3 inh	KCNQ1 pot	SKKanGAS inh	TMEM16A act	KCNK3 block
CC(NC(=S)Nc1c(Cl)cccc1OC(F)F)C(C)(C)C (stereo not given)	i	i	i	i	i	-4.9	2.1	i	1.7	i	i
CCOc1ccc(CNC(=O)C2CCN(S(=O)(=O)N3CCCC3)CC2)cc1OC	i	i	i	i	i	-1.7	-0.9	i	-0.1	i	i
CCn1c2ccccc2c2cc(N=C3SC(CC(=O)Nc4ccccc4OC)C(=O)N3CCOC)ccc21 (stereo not given)	i	i	i	i	-7.12*	-3.7	12.1	i	9.1	i	i
CCn1c(SCC(=O)N/N=C/c2ccncc2)nc2ccccc21	i	i	i	i	i	-7.6	/	i	6.3	i	i
C=CCNc1nc(Cl)nc(NCc2ccco2)n1	i	i	i	i	i	-5.6	-12.4	i	-4.1	i	i
CCOc1ccc(-n2c(=O)c3sccc3n(CC(=O)Nc3cccc(OC)c3)c2=O)cc1	i	i	i	i	i	-14.0	/	i	-1.2	i	i
N#Cc1c(N2CCOCC2)nsc1-c1ccc(C(F)(F)F)cc1	i	i	i	i	i	-8.8	-3.7	i	-7.4	i	i
C=CCn1c(SCC(=O)Nc2ccccc2C)nc(O)cc1=O	i	i	i	i	i	-0.6	-0.3	i	9.6	i	i
Cc1ccc(C)n1-c1ccc(N2CCOCC2)nc1	i	i	i	i	i	-9.7	-2.2	i	3.5	i	i
CC(NC(=O)CN(c1ccc(Br)cc1)S(C)(=O)=O)c1ccccc1 (stereo not given)	i	i	i	i	i	-0.1	4.0	i	13.2	i	i
Cc1ccc(C(C(=O)NCc2ccco2)N(Cc2ccco2)C(=O)CNC(=O)c2ccco2)cc1 (stereo not given)	i	i	i	i	i	-10.3	-8.4	i	-21.4	i	i
CCCSc1nc(N)cc(=O)[nH]1	i	i	i	i	i	4.7*	-4.3	i	-7.9	i	i
Cc1ccc(SCCC(=O)Nc2cccc(N(C)S(C)(=O)=O)c2)cc1	i	i	i	i	i	-10.1	-2.7	i	-23.3	i	i
CCOC(=O)c1c(C)[nH]c(C)c1C(=O)COC(=O)c1cc2ccccc2cc1O	i	i	i	i	i	-8.7	0.2	i	14.5	i	i
Cc1ccc(C)c(NC(=S)Nc2ncccc2C)c1	i	i	i	i	i	-10.9	8.4	i	7.3	i	i
Nc1nonc1C(=O)NCCNCc1cc(Br)ccc1OCc1ccc(F)cc1	i	i	i	i	i	-21.3	1.3	i	1.7	i	i
O=c1c2[nH]c3cccc(Cl)c3c2ncn1Cc1ccco1	i	i	i	i	i	-8.1	-1.2	i	9.0	i	i
COc1ccc(/C=C/C(=O)NCc2ccc3c(c2)OCO3)cc1OC	i	i	i	i	i	-2.7	-8.7	i	-2.8	i	i
CCNc1nc(Oc2ccc(C(=O)OC)cc2)nc(SC)n1	i	i	i	i	i	-11.1	4.5	i	-12.7	i	i
COc1ccccc1C(CC(N)=O)c1ccco1 (stereo not given)	i	i	i	i	i	-4.7	1.5	i	4.1	i	i
COc1ccc(NC(=O)CN(C)C(=O)c2cccc(S(=O)(=O)N3CCN(Cc4ccccc4)CC3)c2)cc1	i	i	i	i	i	-7.9	-7.7	i	-1.4	i	i
Cc1ccc(C)c(OCC(=O)Nc2nc3ccc([N+](=O)[O-])cc3s2)c1C	100*	i	6*	i	i	-18.1	9.8	i	17.2	i	i
COc1ccc(/C=C2\SC(=S)N(Cc3cccnc3)C2=O)cc1C	i	i	i	i	i	-9.6	0.6	i	-13.8	i	i
COc1cc(C)nc(N(C)S(=O)(=O)c2ccccc2Cl)n1	i	i	i	i	i	-5.2	1.0	i	4.3	i	i
CC(C)(C)c1ccc(C(=O)OCCNC(=O)c2c(Cl)nc3ccccn23)cc1	i	i	i	i	i	-10.7	7.3	i	-2.6	i	i
Remaining list, next part:
SMILES	ANO1 block	RGS4 block	KCNQ1 inh	RGS4 pot	KCNK9 inh	hERG protect	HDAC3 inh	KCNQ1 pot	SKKanGAS inh	TMEM16A act	KCNK3 block
CC(O)CNCCCCOc1ccc(OCc2ccccc2)cc1 (stereo not given)	i	i	i	i	i	-15.4	-12.1	i	1.4	i	i
O=C1OC(NC(=O)c2ccccc2)C(N2CCOCC2)=C1Cl (stereo not given)	i	i	i	i	i	-8.8	-6.3	i	6.7	i	i
CC(=O)NC1CC2CCCC(C1)N2CC(=O)NCc1ccc(F)cc1 (stereo not given)	i	i	i	i	i	-13.1	3.5	i	-1.7	i	i
O=C(NNc1c(Cl)cccc1Cl)c1c(F)cccc1Cl	i	i	i	i	i	-2.6	-10.0	i	51.1*	i	i
COc1ccc(S(=O)(=O)N(CC(=O)NC2CCCC2)c2ccccc2OC)cc1	i	i	i	i	i	-9.5	-0.8	i	3.1	i	i
COc1ccc(NC(=O)N2CCCC(C(=O)NCCc3ccccc3)C2)cc1 (stereo not given)	i	i	i	i	i	-7.0	0.4	i	-14.6	i	i
COc1ccc(N2CCCn3c2nc2c3c(=O)n(Cc3ccccc3F)c(=O)n2C)c(OC)c1	i	i	i	i	i	-4.7	-7.2	i	6.2	i	i
O=C(Nc1ccccc1)OCc1cc(-c2ccccc2Cl)on1	i	i	i	i	i	-5.9	3.6	i	8.2	i	i
COc1ccc(CN2CN=C(Nc3nc4ccccc4s3)NC2)cc1	i	i	i	i	i	-8.9	0.6	i	/	i	i
CN(Cc1nc(-c2cnccn2)no1)C1CC(C)(C)NC(C)(C)C1	i	i	i	i	i	-7.2	1.2	i	-9.7	i	i
CCc1nc(-n2[nH]c(=O)c3ccccc3c2=O)c2c3c(sc2n1)CCCC3	i	i	i	i	i	-3.7	-2.5	i	1.2	i	i
Cn1c(CNS(=O)(=O)c2ccc(Cl)cc2)cc(=O)n(C)c1=O	i	i	i	i	i	-5.6	6.8	i	3.7	i	i
Cc1cccc(N=C2NC(=O)/C(=C3/C(=O)N(C)c4ccccc43)S2)c1C	i	i	i	i	i	-5.8	2.2	i	46.0	i	i
COc1cc(COc2ccc3c(C)c(CC(=O)O)c(=O)oc3c2C)cc(OC)c1OC	i	i	i	i	i	-2.1	-6.2	i	11.9	i	i
CCOC(=O)N1CCN(C(=O)c2cc3c(s2)-c2c(C)cccc2OC3)CC1	i	i	i	i	i	-4.0	-18.0	i	-8.4	i	i
